Assay outcomes as filed in PubChem.
Hsp70 activator = Hsp70 transcriptional activation, primary screen | HeLa Hsp70 promoter luciferase reporter, luminescence; scaled: vehicle 0, proteasome-inhibitor control 100% | activation, % at 10 µM | 200,000 compounds, 0.04% hits | AID 1203;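 active = activation above the mean across all tested compounds plus 3 SD, cutoff set per campaign, cut at about 5.5% in these data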;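 note: 100% = MG132 at 30 µM as the positive control and 0% = DMSO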
TLR4 MyD88 comp = inhibitors of human TLR4-MyD88 binding | HeLa CL3-4 TLR4/MyD88 BLA complementation, FRET ratio | inhibition, % at 8.4 µM | 200,000 compounds, 0.18% hits | AID 861; in the data active = inhibition above about 25%;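 note: 0% = vehicle and 100% = reference inhibitor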
Target sequence (O00206 whole entry, looked up): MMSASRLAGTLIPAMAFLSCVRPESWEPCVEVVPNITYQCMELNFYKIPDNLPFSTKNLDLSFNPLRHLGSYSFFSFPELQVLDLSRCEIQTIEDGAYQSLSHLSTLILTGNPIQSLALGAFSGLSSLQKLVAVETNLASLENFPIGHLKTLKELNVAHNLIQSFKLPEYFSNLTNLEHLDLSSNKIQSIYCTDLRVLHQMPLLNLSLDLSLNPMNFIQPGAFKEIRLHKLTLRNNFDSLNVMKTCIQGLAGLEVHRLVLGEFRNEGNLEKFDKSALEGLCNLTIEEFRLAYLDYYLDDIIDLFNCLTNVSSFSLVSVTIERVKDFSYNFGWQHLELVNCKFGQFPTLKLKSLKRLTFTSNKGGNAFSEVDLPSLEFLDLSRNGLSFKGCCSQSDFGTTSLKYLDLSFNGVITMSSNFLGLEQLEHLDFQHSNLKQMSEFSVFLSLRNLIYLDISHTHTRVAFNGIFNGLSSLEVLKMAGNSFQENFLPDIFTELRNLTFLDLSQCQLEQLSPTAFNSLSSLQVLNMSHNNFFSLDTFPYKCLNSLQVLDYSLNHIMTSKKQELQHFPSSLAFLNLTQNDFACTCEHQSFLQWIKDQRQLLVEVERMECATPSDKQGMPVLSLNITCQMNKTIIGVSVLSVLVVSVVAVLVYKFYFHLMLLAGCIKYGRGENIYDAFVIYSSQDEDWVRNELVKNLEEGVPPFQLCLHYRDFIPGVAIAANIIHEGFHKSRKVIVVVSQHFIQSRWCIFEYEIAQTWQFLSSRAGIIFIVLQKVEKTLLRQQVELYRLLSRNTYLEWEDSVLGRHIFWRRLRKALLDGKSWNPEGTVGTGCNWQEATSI
Target sequence (Q99836 whole entry, looked up): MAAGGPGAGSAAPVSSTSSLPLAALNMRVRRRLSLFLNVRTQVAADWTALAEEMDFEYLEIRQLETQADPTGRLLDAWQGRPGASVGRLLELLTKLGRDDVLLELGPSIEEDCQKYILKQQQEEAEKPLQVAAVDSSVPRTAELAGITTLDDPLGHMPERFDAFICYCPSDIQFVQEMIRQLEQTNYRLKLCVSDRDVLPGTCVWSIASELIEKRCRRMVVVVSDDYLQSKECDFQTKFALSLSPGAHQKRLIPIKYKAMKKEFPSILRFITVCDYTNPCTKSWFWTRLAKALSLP
APP transl inh = APP translation inhibition; 190,000 compounds, 0.82% hits; SH-SY5Y APP 5'UTR-luciferase reporter, luminescence; inhibition, % at 2 µM; AID 1285;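 active = inhibition above a set limit, derived from the sample mean plus 3 SD, cut at about 45% in these data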; note: values of inactives mirror those of a sister screen read the other way
STAT3 act = STAT3 signaling activation. U3A cells, IL-6 STAT3-luciferase reporter, luminescence; 100% = signal with IL-6 EC80 alone. 190,000 compounds, 0.91% hits. activation (% of control), % at 5.6 µM;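 active = activation above the screen-wide mean of compound activation plus 3 SD, cut at about 130% in these data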;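 note: 0% = background luminescence of wells with medium and substrate only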
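Material: human U3A cells carrying STAT3-luciferase construct. Measured by: reporter luminescence signal. Timing: compound 1 h, then IL-6 6 h at 37 °C.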
STAT1 activator = activators of IFN-gamma induced STAT1 signaling | NIH 3T3 STAT1-luciferase reporter, luminescence; 100% = IFN-gamma alone, no compound | activation (% of control), % at 5.5 µM | 200,000 compounds, 2.6% hits | AID 932;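 active = activation above the screen-wide mean activation plus 3 SD, cut at about 130% in these data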;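 note: raw ratio to IFN-gamma control signal so 100% means no change and 0% no light; values of inactives mirror those of a sister screen read the other way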
STAT1 inh = reduces IFN-gamma driven STAT1 reporter signal | AID 920 | inhibition, % at 5.5 µM | NIH 3T3 STAT1-luciferase reporter, luminescence | 200,000 compounds, 0.35% hits;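 active = inhibition above a set limit, the mean inhibition across all tested compounds plus 3 SD, cut at about 34% in these data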;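 note: 0% = IFN-gamma with DMSO and 100% = IFN-gamma with 300 µM nifuroxazide; values of inactives mirror those of a sister screen read the other way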
Diaph act CS = counter-screen for diaphorase-based assays: diaphorase activators and chemical reducers. AID 1229. 190,000 compounds, 0.005% hits. Diaphorase/resazurin coupled assay, resorufin fluorescence, 16 min; stronger effect = higher value; 1 = vehicle wells, 0 = NADH-free wells. activation factor at 20 µM;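 active = diaphorase activity raised at least twofold by the compound at 20 µM; inactive = activation factor below 2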
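Test system: Clostridium kluyveri diaphorase, purified enzyme. Buffer or medium: 50 mM HEPES pH 7.4 buffer plus MgCl2 and Tween 20. Also added: 0.114 mM NADH and 0.1 mM resazurin, final amounts. Dosing: compound 20 µM once, DMSO 1%. Schedule: 16 min enzyme reaction, ambient temperature. Detection: fluorescence of resorufin, 544 nm excitation, 590 nm emission.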
STAT3 inh = inhibitors of IL-6 induced STAT3 signaling. U3A cells, IL-6 STAT3-luciferase reporter, luminescence; host cell line lacks STAT1. 190,000 compounds, 0.89% hits. inhibition, % at 5.5 µM. AID 862;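 active = inhibition above the mean inhibition across all screened compounds plus 3 SD, cut at about 44% in these data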;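 note: 0% = DMSO only wells and 100% = 100 µM nifuroxazide control wells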
Diaphorase inh = inhibits diaphorase or chemically oxidizes, flagging diaphorase assay artifacts. diaphorase resazurin-to-resorufin fluorescence, NADH, 16 min; bacterial (C. kluyveri) enzyme, not human. inhibition, % at 20 µM. 190,000 compounds, 0.69% hits. AID 1217;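 active = primary screen inhibition at 20 µM above a set limit, cut at about 50% in these data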;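 note: plate controls were DMSO with full reaction for no effect and wells lacking NADH for full effect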
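Test system: Clostridium kluyveri diaphorase enzyme / Quantity: diaphorase at 0.14 U/mL in enzyme working solution / Incubation: 16-min room-temperature incubation before reading / Benchmarks: NADH-free wells as positive control, DMSO-only neutral wells / Signal: resorufin fluorescence 544/590 nm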
G6PDH counter = counter-screen for G6PDH assay hits: L. mesenteroides G6PDH inhibition | AID 1020 | 200,000 compounds, 0.12% hits | inhibition, % at 5 µM | Purified L. mesenteroides G6PDH, diaphorase/resazurin coupled fluorescence, 45 min; in the data active = inhibition above about 50%
* marks the source's active call; other numbers are inactive results. Hits appear at their usual frequency, and some 6.1% of all compounds hit somewhere here.

Start of the listing, in advance, three compounds:
Fields: Hsp70 activator	TLR4 MyD88 comp	APP transl inh	STAT3 act	STAT1 activator	STAT1 inh	Diaph act CS	STAT3 inh	Diaphorase inh	G6PDH counter
Cc1nc(NC(C)c2ccccc2)c2oc3ccccc3c2n1 (centres undefined)
 : -0.1	1	-7	63	78	24	0.9	46*	10	1
Cc1cnc(C(=O)OCC(=O)NC(=O)NC(C)C)cn1
 : 0.0	-13	-2	106	98	2	0.8	-4	19	1
Cc1cccn2c(=O)c3cc(C(=O)NCCN4CCOCC4)c(=N)n(CCc4ccccc4)c3nc12
 : -0.1	6	-20	92	101	-1	1	10	1	-2

Main list, previewed entries included:
Fields: Hsp70 activator	TLR4 MyD88 comp	APP transl inh	STAT3 act	STAT1 activator	STAT1 inh	Diaph act CS	STAT3 inh	Diaphorase inh	G6PDH counter
Cc1nc(NC(C)c2ccccc2)c2oc3ccccc3c2n1 (centres undefined)
 : -0.1	1	-7	63	78	24	0.9	46*	10	1
Cc1cnc(C(=O)OCC(=O)NC(=O)NC(C)C)cn1
 : 0.0	-13	-2	106	98	2	0.8	-4	19	1
Cc1cccn2c(=O)c3cc(C(=O)NCCN4CCOCC4)c(=N)n(CCc4ccccc4)c3nc12
 : -0.1	6	-20	92	101	-1	1	10	1	-2
CC(=O)c1ccc(Nc2nc(=O)c3cccnc3s2)cc1
 : 0.3	5	4	91	136*	-35	0.9	11	6	13
CCSc1nnc(NC(=O)[C@H](C)NC(=O)c2ccccc2Cl)s1
 : 0.0	3	11	106	110	-12	1	1	2	0
CSc1nc2ccc3nc(NC(=O)c4ccc(C)cc4)sc3c2s1
 : 0.5	-16	-4	90	101	-1	0.9	20	6	-34
O=[N+]([O-])c1ccc(NNC(=S)Nc2ccccc2)cc1
 : -0.6	8	11	106	111	-12	0.9	-1	12	-2
CCOC(=O)c1cnc2ccc(Br)cc2c1NCCO
 : -0.2	0	5	99	96	-1	0.8	2	20	-22
Cc1ccccc1-c1nnc(SCC(=O)Nc2ccc3c(c2)OCCO3)n1N
 : 0.0	-3	1	104	102	-2	0.9	4	10	11
O=C(Nc1nccs1)c1ccc(-c2ccccc2Cl)o1
 : 0.1	4	-156	116	152*	-58	0.8	-8	16	-23

The closing 3 compounds of the section above come first, to join the parts.
Fields: Hsp70 activator	TLR4 MyD88 comp	APP transl inh	STAT3 act	STAT1 activator	STAT1 inh	Diaph act CS	STAT3 inh	Diaphorase inh	G6PDH counter
CCOC(=O)c1cnc2ccc(Br)cc2c1NCCO
 : -0.2	0	5	99	96	-1	0.8	2	20	-22
Cc1ccccc1-c1nnc(SCC(=O)Nc2ccc3c(c2)OCCO3)n1N
 : 0.0	-3	1	104	102	-2	0.9	4	10	11
O=C(Nc1nccs1)c1ccc(-c2ccccc2Cl)o1
 : 0.1	4	-156	116	152*	-58	0.8	-8	16	-23
CCCCC(CC)CNC(=O)Cn1c(=O)[nH]c2ccsc2c1=O (centres undefined)
 : -0.2	8	-4	105	95	6	1	-6	-1	7
Cc1ccc(CNC(=O)CCC2CCCN(Cc3ccc4cccc(F)c4n3)C2)o1 (centres undefined)
 : 0.0	14	4	108	96	3	1	3	4	7
COCCNC(=O)C(=O)NNS(=O)(=O)c1ccc2ccccc2c1
 : 0.0	-19	9	96	106	-9	0.8	7	18	10
COc1ccc(/C=C(/CC(=O)Nc2ccc(C)cc2)c2nc3ccccc3s2)cc1
 : 0.0	5	2	103	99	1	0.8	-6	16	6
O=C(CSc1nc2ccccc2c(=O)n1NC(=O)Cc1ccccc1)NCc1ccco1
 : -0.3	3	-13	107	94	7	1	-6	-3	5
NC(=O)c1ccccc1NC(=O)CCN1C(=O)c2ccccc2C1=O
 : -0.1	0	9	98	94	7	0.9	7	13	9
O=C(Nc1ccc(N2CCCCC2)c(Cl)c1)c1ccc(N2CCOCC2)c([N+](=O)[O-])c1
 : -0.4	-6	2	89	98	3	1	15	3	9
CNS(=O)(=O)c1ccc(N2CCCC2=O)c([N+](=O)[O-])c1
 : 0.0	-25	-14	100	103	-3	0.9	-3	12	5
O=C(Nc1ccc(N=Nc2ccccc2)c(NC(=O)C2CCCO2)c1)C1CCCO1 (centres undefined)
 : -0.1	-10	6	97	93	7	0.8	6	16	-4
Cc1ccc(OCc2nnc(SCC(=O)N3c4ccccc4Sc4ccc(Cl)cc43)o2)cc1
 : -0.4	6	0	102	97	3	0.9	-2	12	-8
CCOc1cccc(C(=O)Nc2nnc(-c3ccco3)s2)c1
 : -0.2	1	-120	61	125	-27	1.1	47*	-10	5
Cc1cccc(NC(=O)CN2C(=O)N/C(=C/c3ccc(-c4cccc(C(=O)O)c4C)o3)C2=O)c1
 : -0.1	-11	-13	104	104	-6	0.9	-1	7	20
O=C1C=C(Nc2ccccc2)CC(c2ccccc2)C1 (centres undefined)
 : -0.4	5	-2	91	98	2	0.9	13	11	5
CC(C)CC1(C(=O)NCc2ccccn2)C=CCN1C(=O)c1ccccc1 (centres undefined)
 : -0.3	1	-4	104	101	-2	0.9	-7	8	11
CCn1c(-c2ccc(F)cc2)n[nH]c1=S
 : 0.0	-9	22	93	101	-1	0.9	11	13	1
CCCN1CNc2c(c(=O)[nH]c(=S)n2CCc2ccccc2)C1
 : -0.3	5	5	97	98	1	1	7	-4	4
CCOC(=O)c1nnn(-c2nonc2-c2ccccc2)c1C
 : -0.2	-3	-2	94	105	-6	0.9	9	7	-3
C=CCSC1=C(C#N)C2(CCCCC2)C(C#N)C(=O)N1 (centres undefined)
 : -0.3	5	-5	98	99	1	1	7	2	17
O=C(NNS(=O)(=O)c1ccccc1[N+](=O)[O-])c1ccccc1[N+](=O)[O-]
 : -0.1	-11	-2	107	96	4	1	-7	4	0
Cc1ccc(CN2CCc3c(OCc4ccc(F)cc4)cccc3C2=O)cc1
 : -0.2	-8	3	102	98	2	0.9	-4	14	-40
NC(=O)c1ccc(NCCc2ccccc2)c([N+](=O)[O-])c1
 : -0.1	10	-2	88	99	0	1	18	-3	15
Cc1cc(Cl)ccc1OCCn1cncn1
 : -0.2	6	-5	100	100	-2	1	7	0	0
CCNC(=O)NC(=O)C(C)OC(=O)c1oc2ccccc2c1CSC1CCCCC1 (centres undefined)
 : 0.6	-1	-6	103	95	5	1	-4	3	1
Cc1ccc(-c2ccc(CCC(=O)O)n2NC(N)=S)cc1
 : 0.2	-2	-6	96	96	4	1	9	0	5
CCCCn1c(SCC(=O)OCC)nc2c1c(=O)[nH]c(=O)n2C
 : -0.3	-4	-20	100	95	6	1	5	4	0
CC(C)Cn1c(Cc2ccccc2)n[nH]c1=S
 : -0.2	10	7	106	98	3	1	-4	-1	7
CCn1c(C)nc2cc(C(=O)N/N=C/c3ccccc3C)ccc21
 : 0.2	13	-96	86	143*	-45	1	18	0	1
CCOC(=O)C1CCCN(C(=O)c2ccc(CS(=O)(=O)Cc3ccccc3C)o2)C1 (centres undefined)
 : -0.1	3	4	106	104	-4	0.8	-5	20	-3
COC(=O)c1ccccc1NC(=O)Nc1ncccc1C
 : 0.1	-17	-4	90	112	-12	1	20	4	8
O=C(c1ccccc1)N1CCN(C(=O)c2ccccc2Br)CC1
 : 0.2	4	4	107	105	-6	1	-3	2	5
Cc1ccc(S(=O)(=O)c2cc3ccccc3oc2=Nc2ccc3c(c2)OCCO3)cc1
 : -0.4	-12	20	104	104	-4	0.9	-2	10	-6
COC(=O)c1cc(C(=O)Nc2ccc(Cl)cn2)cc([N+](=O)[O-])c1
 : -0.5	5	0	85	99	-1	1	23	3	0
CCOC(=O)c1ccc(NC(=O)Cn2nnc3ccccc32)cc1
 : 0.3	12	-71	87	123	-25	0.8	22	20	4
Cc1cccc(CS(=O)(=O)Cc2ccc(C(=O)NCCN3CCCCC3C)o2)c1 (centres undefined)
 : -0.1	11	8	100	102	-2	1	6	3	0
O=C(COC(=O)c1cccnc1SCC(=O)NCc1ccccc1)NCc1ccccc1
 : -0.3	-4	-29	102	104	-5	1	1	0	8
O=C(NCc1ccccn1)c1cc(Br)ccc1Cl
 : 0.2	7	-11	80	104	-8	1.3	28	-31	15
Cc1cc(C)n(CC(C)NCc2cn[nH]c2-c2ccc(C)c(C)c2)n1 (centres undefined)
 : -0.3	-11	-24	110	95	3	0.9	-8	6	0
Nc1ccc(C(=O)N/N=C\c2cc(N=Nc3cccc4ccccc34)ccc2O)cc1
 : -0.5	3	6	116	86	16	1	-20	4	6
COc1ccc(N2Cc3cccc(C(=O)N4CCN(C(=O)c5ccco5)CC4)c3C2=O)cc1
 : -0.3	2	-6	104	100	0	0.9	0	12	6
COc1ccc(C(=O)NNc2cc(C)nc(NNC(=O)c3ccc(OC)cc3)n2)cc1
 : 0.2	-2	-4	99	106	-8	1.2	3	-20	11

Single entries from the results shown.
`Cc1cc(Cl)ccc1OCCn1cncn1` in Diaph act CS has 1
`Cc1cccc(CS(=O)(=O)Cc2ccc(C(=O)NCCN3CCCCC3C)o2)c1` (centres undefined) in Diaph act CS has 1
`CNS(=O)(=O)c1ccc(N2CCCC2=O)c([N+](=O)[O-])c1` in STAT3 act has 100
`Nc1ccc(C(=O)N/N=C\c2cc(N=Nc3cccc4ccccc34)ccc2O)cc1` in STAT1 inh has 16

(more compounds)
Fields: Hsp70 activator	TLR4 MyD88 comp	APP transl inh	STAT3 act	STAT1 activator	STAT1 inh	Diaph act CS	STAT3 inh	Diaphorase inh	G6PDH counter
CCOc1ccc(Cn2c(O)cc(=O)[nH]c2=O)cc1
 : 0.0	-6	9	103	98	2	0.8	-1	16	11
COc1ccc(N2CC(C(=O)Nc3ccc(S(=O)(=O)Nc4nc(C)cc(C)n4)cc3)CC2=O)cc1 (centres undefined)
 : 0.2	-5	-13	100	95	5	1	6	4	-2
Cn1nnnc1SCC(=O)N1CCN(C(=O)c2ccco2)CC1
 : 0.3	-1	8	91	98	2	1	18	-3	5
CNc1nc(OCC(F)(F)F)nc(N2CCOCC2)n1
 : 0.0	-5	-26	121	107	-8	1	-27	2	0

2 entries from above, reformatted.
SMILES	Hsp70 activator	TLR4 MyD88 comp	APP transl inh	STAT3 act	STAT1 activator	STAT1 inh	Diaph act CS	STAT3 inh	Diaphorase inh	G6PDH counter
COc1ccc(N2CC(C(=O)Nc3ccc(S(=O)(=O)Nc4nc(C)cc(C)n4)cc3)CC2=O)cc1 (centres undefined)	0.2	-5	-13	100	95	5	1	6	4	-2
Cn1nnnc1SCC(=O)N1CCN(C(=O)c2ccco2)CC1	0.3	-1	8	91	98	2	1	18	-3	5
